# High-throughput results: PubChem BioAssay, Johns Hopkins Ion Channel Center
# KCNQ1 inh: inhibitors of human KCNQ1 channel, primary screen, cell-based, thallium flux, high-throughput; Potassium voltage-gated channel subfamily KQT member 1 (Homo sapiens), P51787; CHO-K1 KCNQ1, FluxOR thallium flux fluorescence; active compounds read high; B-score at 10 µM; 1.3% of 310,000 active; AID 2642, 2010;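 active means compounds whose thallium flux B-score, printed positive for inhibition, exceeds three library SD while starting fluorescence stays within three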;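 further: channel opened by potassium depolarization with thallium stimulus after 20 min compound exposure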
# Target sequence (P51787 whole entry, looked up): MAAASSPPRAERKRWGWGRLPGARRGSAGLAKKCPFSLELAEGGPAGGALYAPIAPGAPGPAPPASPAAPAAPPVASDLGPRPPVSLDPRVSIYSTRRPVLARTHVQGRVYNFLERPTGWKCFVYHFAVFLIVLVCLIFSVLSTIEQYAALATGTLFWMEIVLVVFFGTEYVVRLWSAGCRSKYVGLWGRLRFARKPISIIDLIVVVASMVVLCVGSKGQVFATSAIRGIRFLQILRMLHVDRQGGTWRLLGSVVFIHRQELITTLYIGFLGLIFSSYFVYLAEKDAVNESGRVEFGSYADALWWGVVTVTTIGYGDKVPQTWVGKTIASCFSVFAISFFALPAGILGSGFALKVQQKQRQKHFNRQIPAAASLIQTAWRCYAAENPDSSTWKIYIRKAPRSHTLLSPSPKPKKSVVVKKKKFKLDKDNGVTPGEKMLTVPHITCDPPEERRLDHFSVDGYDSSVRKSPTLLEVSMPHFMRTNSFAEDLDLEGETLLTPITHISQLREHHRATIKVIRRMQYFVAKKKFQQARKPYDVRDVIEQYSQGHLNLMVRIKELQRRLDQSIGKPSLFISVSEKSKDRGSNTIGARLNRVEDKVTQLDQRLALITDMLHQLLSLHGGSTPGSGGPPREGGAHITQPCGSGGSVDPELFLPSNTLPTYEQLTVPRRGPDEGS
# KCNQ1 act: potentiators or activators of KCNQ1 channel, primary screen, cell-based, thallium flux, high-throughput; CHO-K1 KCNQ1, thallium flux FluxOR fluorescence; active compounds read high; B-score at 10 µM; 0.35% of 310,000 active; AID 2648, 2010;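 active means fluorescence ratio B-score, a plate-corrected score, at least three library SD, with initial intensity B-score within 5 SD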
#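 Doses: Single concentration per compound, DMSO matched to controls | Test system: KCNQ1-transfected CHO-K1 cells | Timing: 90 min dye loading and 20 min compound exposure, both at room temperature | Measured by: Kinetic FluxOR thallium fluorescence, 10-s 1-Hz baseline, 110-s post-stimulus read | Medium: Assay buffer with matched DMSO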
# RGS4 act: RGS4 potentiators or activators, primary screen, cell-based, HEK293 M3R inducible RGS4, calcium flux. carbachol calcium flux Fluo4; active compounds read low. B-score at 10 µM. 0.92% of 310,000 active. AID 463111, 2010;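 active means B-score of the integrated calcium signal more than 4 SD below the library mean, with starting fluorescence not abnormally high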;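 further: negative B-score means reduced calcium response which marks RGS4 activation or potentiation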
#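 Assay system: Inducible-RGS4 HEK293 cells carrying M3 receptor | Schedule: Compound preincubation 20 min at room temperature before agonist | Signal: Kinetic calcium fluorescence imaging with Fluo4-AM dye, 2 µM | Read-out basis: B score from integrated fluorescence ratio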
# KCNK3 inh: human KCNK3 channel inhibitors, primary screen, CHO cells, FluxOR thallium flux, B-score. 0.84% of 340,000 active. B-score at 10 µM. Potassium channel subfamily K member 3 (Homo sapiens), O14649. FluxOR fluorescence; active compounds read low. AID 602410, 2012;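 active means B-score under library mean minus 4 SD, starting fluorescence ratio at most library mean plus 5 SD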;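 further: more negative B-score means stronger inhibition of thallium flux through KCNK3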
# ANO1 block: TMEM16A chloride channel inhibitors, primary screen, cell-based, HTS | normalized B-score (activity score, 25-100; higher = stronger inhibition) at 10 µM | HEK293 TMEM16A/YFP iodide influx fluorescence, ionomycin | 1.2% of 310,000 active;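 active means ratio plate-corrected score three or more library SD toward inhibition, starting fluorescence score within five deviations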;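 further: score derived from kinetic fluorescence span divided by baseline fluorescence per well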
# hERG rescue: hERG rescue from dofetilide block, primary screen, cell-based, CHO-hERG, FluxOR thallium flux, dofetilide IC70 | Voltage-gated inwardly rectifying potassium channel KCNH2 (Homo sapiens), Q12809 | dofetilide IC70 present | activation (rescue from dofetilide block), less the hit threshold, % at 10 µM | 0.51% of 310,000 active;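 active means activation above the mean of controls blocked by dofetilide plus 5 SD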;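 further: thallium influx through hERG after potassium depolarization seen as dye fluorescence rise; in these data hits start at about 4.7%; inactives centre near -7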
# ANO1 activ: TMEM16A chloride channel activators or potentiators, primary screen, cell-based, HTS | HEK293 TMEM16A/YFP-H148Q/I152L, iodide quench fluorescence; active compounds read low | 0.3% of 340,000 active | B-score at 10 µM | Anoctamin-1 (Mus musculus), Q8BHY3 | AID 623877, 2012;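 active means fluorescence-ratio B-score plate-corrected deviation score at least 3 library SD below zero, with starting fluorescence score within 5 deviations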;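 further: channel opened by trigger with iodide after compound preincubation; score built on the fluorescence ratio of max minus min over baseline; more negative score means more quench and so TMEM16A activation or potentiation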
# RGS4 block: RGS4 inhibitors, primary screen, cell-based, HEK293 M3R inducible RGS4, calcium flux | AID 463165, 2010 | 0.45% of 310,000 active | Regulator of G-protein signaling 4 (Homo sapiens), P49798 | Fluo-4 calcium flux; active compounds read high; triggered by carbachol at its EC20 | B-score at 10 µM;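 active means B-score, a plate-corrected calcium signal, over three deviations above library mean, with baseline fluorescence within five deviations of library mean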;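 further: RGS4 expression induced by doxycycline in cells with stable M3 receptor; B-score is computed from the integrated fluorescence ratio over baseline after carbachol; higher B-score means a larger calcium signal and so more RGS4 inhibition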
# MrgX1 PAM: positive allosteric modulators of MrgX1, primary screen, HEK293 cells, Fluo-4 calcium flux; FDSS; active compounds read high; B-score at 10 µM; 0.63% of 310,000 active; AID 588675, 2011;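 active means plate-corrected calcium response at least 3 library SD above typical, normal starting fluorescence, not activating the receptor alone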;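 further: compound read alongside a low EC10 to EC30 dose of BAM8-22 agonist; peak minus trough fluorescence over baseline measured at the second addition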
# Target sequence (Q96LB2 whole entry, looked up): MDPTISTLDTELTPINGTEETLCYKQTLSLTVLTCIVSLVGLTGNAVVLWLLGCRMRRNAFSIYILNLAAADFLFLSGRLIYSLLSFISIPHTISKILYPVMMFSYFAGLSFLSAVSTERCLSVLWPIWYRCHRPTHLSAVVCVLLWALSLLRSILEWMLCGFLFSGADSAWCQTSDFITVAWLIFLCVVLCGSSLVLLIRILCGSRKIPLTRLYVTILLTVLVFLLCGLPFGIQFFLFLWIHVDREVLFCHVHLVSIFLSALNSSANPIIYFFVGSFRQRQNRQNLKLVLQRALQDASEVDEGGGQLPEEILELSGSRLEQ
# KCNK9 inh: KCNK9 potassium channel inhibitors, primary screen, HEK293 cells, thallium flux; Potassium channel subfamily K member 9 (Homo sapiens), Q9NPC2; FluxOR thallium flux fluorescence; active compounds read low; B-score at 10 µM; 1.2% of 310,000 active; AID 488922, 2010;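 active means ratio B-score over 3 SD below the library mean, with starting fluorescence within 5 SD of its mean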;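 further: negative B-score means less thallium flux so channel inhibition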
# MrgX1 agonist: agonists of human MrgX1 receptor, primary screen, HEK293 cells, Fluo-4 calcium flux. AID 588627, 2011. Fluo-4 calcium fluorescence, agonist mode; active compounds read high. B-score at 10 µM. 0.44% of 310,000 active;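 active means calcium response B-score plate-corrected fluorescence ratio at least 3 library SD, with starting fluorescence B-score inside 5 SD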
#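 System – MrgX1-expressing HEK293 cells · Incubation – cells plated overnight, dye loaded 0.5 h 37 °C, 0.5 h room temperature · Technique – kinetic Fluo-4 NW fluorescence of intracellular calcium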
# * hit, by the source's call; i = inactive; . = no result given.
SMILES | KCNQ1 inh | KCNQ1 act | RGS4 act | KCNK3 inh | ANO1 block | hERG rescue | ANO1 activ | RGS4 block | MrgX1 PAM | KCNK9 inh | MrgX1 agonist
c1ccc(-n2nnnc2-c2cnc(-c3cccnc3)nc2-c2cccs2)cc1 | i | i | i | i | i | -16 | i | i | i | i | i
Cc1ccc(S(=O)(=O)NCCOc2nc(N(C)C)nc(N3CCOCC3)n2)cc1 | i | i | i | i | i | -3 | i | i | i | i | i
CN(Cc1ccccc1)C(=O)COC(=O)C1=NNC(=O)CC1 | i | i | i | i | i | -5 | i | i | i | i | i
C=COCCn1c(=N)n(CCC)c2ccccc21 | i | i | i | i | i | -8 | i | i | i | i | i
Cc1cccc(N=C2NC(=O)S/C2=C\c2ccco2)c1 | i | i | i | i | i | -2 | i | i | i | i | i
CCOc1cc(CNc2ccc3[nH]c(=O)[nH]c3c2)ccc1OCC(=O)NC(C)(C)C | i | i | i | i | i | -13 | i | i | i | i | i
C/C(=N\OC(=O)c1ccc(Br)cc1)c1ccccn1 | i | i | i | i | i | -2 | i | i | i | i | i
CCCc1nnc(NC(=O)C(=O)NCCN(C)C)s1 | i | i | i | i | . | -8 | i | i | . | i | .
COc1ccc(CCNC(=O)c2nnn(CC(=O)Nc3ccc(C)cc3C)c2N)cc1OC | i | i | i | i | i | -3 | i | i | i | i | i
COC(=O)[C@H](Cc1ccccc1)NC(=O)Nc1ccc(C)cc1 | i | i | i | i | i | -4 | i | i | i | i | i
Cc1c(O)nc2ccccn2c1=O | i | i | i | i | i | -9 | i | i | i | i | i
Cc1ccc(S(=O)(=O)N2CCCC2C(=O)OCc2ccco2)cc1 (stereo not drawn) | i | i | i | i | i | -5 | i | i | i | i | i
CCCCC(=O)N(Cc1ccc2c(c1)OCO2)Cc1nc2ccccc2c(=O)[nH]1 | i | i | i | i | i | -1 | i | i | i | i | i
O=C(N/C=C/c1ccco1)OCc1ccccc1 | i | i | i | i | i | -7 | i | i | i | i | i
CCCc1[nH]nc2c1C(c1ccc(OC(=O)N3CCOCC3)cc1)C(C#N)=C(N)O2 (stereo not drawn) | i | i | i | i | i | 2 | i | i | i | i | i
COc1ccc(Cl)cc1NC(=S)NNC(=O)CC(C)C | i | i | i | i | i | -10 | i | i | i | i | i
COCC(C)NC(=O)c1cccc(Cl)c1 (stereo not drawn) | i | i | i | i | i | -8 | i | i | i | i | i
COCCCNC(=S)N1CCN(c2ccc([N+](=O)[O-])cc2)CC1 | i | i | i | i | i | -12 | i | i | i | i | i
OCc1c[nH]c2ccccc12 | . | . | . | i | i | . | i | . | i | . | i
COc1ccc(N2CC(C(=O)Nc3nc4ccc(OC)cc4s3)CC2=O)cc1 (stereo not drawn) | i | i | i | i | i | -6 | i | i | i | i | i
CCNC(=S)NNC(=O)Cc1ccccc1 | i | i | i | i | i | -3 | i | i | i | i | i
CC1=C(C(=O)OC(C)C)C(c2cccs2)NC(=S)N1 (stereo not drawn) | i | i | i | i | i | -7 | i | i | i | i | i
CNC(=S)N/N=C/c1c(C)c(C(=O)c2ccc(F)cc2)n2ccccc12 | i | i | i | i | i | -3 | i | i | i | i | i
Cc1ccc(NC(=O)CN(C)C(=O)c2ccc(Cl)nc2)cc1 | i | i | i | i | i | -9 | i | i | i | i | i
CSc1nsc(/C=C/Nc2ccc(C)cc2)c1C#N | 7* | i | i | i | i | -10 | i | i | i | i | i
O=c1ccc2cc(O)c(O)cc2o1 | i | i | i | i | i | -1 | i | i | i | i | i
CN(C)c1cccc(NC(=O)NC2(C)CCS(=O)(=O)C2)c1 (stereo not drawn) | i | i | i | i | . | -6 | i | i | . | i | .
CCOC(=O)C1=C(c2ccccc2)OC(N)=C(C#N)C1c1cccs1 (stereo not drawn) | i | i | i | i | i | -7 | i | i | i | i | i
O=C(O)c1cc(Nc2nc(N3CCOCC3)nc(N3CCOCC3)n2)ccc1Cl | i | i | i | i | i | -11 | i | i | i | i | i
COc1cc(S(=O)(=O)Nc2ccccc2)ccc1N=Cc1c(C)[nH]n(-c2ccc(C)cc2)c1=O | i | i | i | . | i | -3 | . | i | i | -9.6* | i
COc1ccc(Cn2c(=S)[nH]c3cc(C(=O)NCc4cccnc4)ccc3c2=O)cc1 | i | i | i | i | i | -7 | i | i | i | i | i
COc1ccc2nc(NC(=O)CSCc3c(C)noc3C)sc2c1 | i | i | i | i | i | -17 | i | i | i | i | i
O=C(O)c1ccccc1/C=N/NC(=O)C1CCCC1 | i | i | i | i | i | -7 | i | i | i | i | i
COCCCNc1nc2c(-c3ccc(C)cc3)nnn2c2ccccc12 | i | i | i | i | i | -4 | i | i | i | i | i
Cc1cc(C)c2c(N)c(C(=O)Nc3c(C)n(C)n(-c4ccccc4)c3=O)sc2n1 | i | i | i | i | i | -6 | i | i | i | i | i
O=C(N/N=C/c1ccccc1)c1cc(-c2ccc3c(c2)OCO3)n[nH]1 | i | i | i | i | i | -10 | i | i | i | i | i
COc1cc(NS(=O)(=O)N2CCCC2)cc(OC)c1OC | i | i | i | i | i | -3 | i | i | i | i | i
Cc1c(OC(C)C(=O)NCc2ccncc2)ccc2c3c(c(=O)oc12)CCC3 (stereo not drawn) | i | i | i | i | i | -15 | i | i | i | i | i
OC(CN1CCOCC1)Cn1cnc2ccccc21 (stereo not drawn) | i | i | i | i | i | -6 | . | i | i | i | i
CCC(C)(C)NC(=O)CN(C(=O)CCC(=O)Nc1ccccn1)c1ccc2c(c1)OCO2 | i | i | i | i | i | -3 | i | i | i | i | i
CCCCN(CC)C(=O)c1ccc2c(c1)OCO2 | i | i | i | i | i | -2 | i | i | i | i | i
COC(=O)C1=C(C)N(c2ccc(C)c(C)c2)/C(=C/c2ccco2)C1=O | i | i | i | i | i | -10 | i | i | i | i | i
CS(=O)(=O)N(Cc1ccccc1)c1ccc(C(=O)N2CCOCC2)cc1 | i | i | i | i | i | -3 | i | i | i | i | i
Cc1ccc(/C=C(\NC(=O)c2ccc(C)cc2)C(=O)NCCCn2ccnc2)cc1 | i | i | i | i | i | -18 | i | i | i | i | i
CNC(=O)c1c(NC(=O)CS(=O)(=O)c2ccc(Cl)cc2)sc(C)c1C | i | i | i | i | i | -3 | i | i | i | i | i
Cn1c(=NCC(O)COc2ccccc2)sc2ccccc21 (stereo not drawn) | i | i | i | i | i | -3 | i | i | i | i | i
CC1CCCC(C)N1CC(O)COCc1ccccc1 (stereo not drawn) | i | i | i | i | i | -2 | i | i | i | i | i
CC1(C)Cc2c(cnn2-c2ccccc2)C(=O)/C1=N\NC(=O)c1ccccc1 | i | i | i | i | i | 4 | i | i | i | i | i
O=C(NCC(=O)N(c1ccccc1)C(C(=O)NC1CCCC1)c1cccnc1)c1ccco1 (stereo not drawn) | i | i | i | i | i | -2 | i | i | i | i | i
Cc1ccc(O)c(C(CC(=O)NC(C)C)c2ccccc2)c1 (stereo not drawn) | i | i | i | i | i | -11 | i | i | i | i | i
CC(C)Nc1nc2nonc2nc1Nc1ccccc1 | i | i | i | i | i | -16 | i | i | i | i | 29*
O=C(Nc1ccc2c(c1)CCCN2C(=O)c1cccs1)c1c(F)cccc1Cl | i | i | i | i | i | -6 | i | i | i | i | i
COc1ccc(/C=N\NC(=O)/C(=C\Nc2nccc(C)n2)NC(=O)c2ccccc2)cc1 | i | i | i | i | i | -6 | i | i | i | i | i
CO/N=C/C1C(=O)NN=C1c1ccccc1 (stereo not drawn) | i | i | i | i | i | -4 | i | i | i | i | i
COc1ccc(/C=N\NC(=O)COc2ccc(C(C)(C)C)cc2)cc1Cn1nc(C)cc1C | i | i | i | i | i | -3 | i | i | i | i | i
Cc1onc(-c2ccccc2Cl)c1C(=O)N1CCN=C1SCc1cccnc1 | i | i | i | i | i | -4 | i | i | i | i | i
COc1ccc(Cl)cc1NC(=S)N1CCN(c2ncccn2)CC1 | i | i | i | i | i | -8 | i | i | i | i | i
COc1ccc(-c2ocnc2C(=O)Nc2ccccc2N2CCCCC2)cc1 | i | i | i | i | i | -8 | i | i | i | -9.3* | i
Cc1ccc(/C=N/N2C(=O)C3C(C2=O)C2C=CC3C23CC3)o1 (stereo not drawn) | i | i | i | i | i | -3 | i | i | i | i | i
CCc1nc2sc3c(=O)[nH]cnc3c2c2c1CSC(C)(C)C2 | i | i | i | i | i | -3 | i | i | i | i | i

# Going on with the list:
SMILES | KCNQ1 inh | KCNQ1 act | RGS4 act | KCNK3 inh | ANO1 block | hERG rescue | ANO1 activ | RGS4 block | MrgX1 PAM | KCNK9 inh | MrgX1 agonist
CCOc1ccc(S(=O)(=O)Nc2cc(S(=O)(=O)N(CC)CC)ccc2N2CCCC2)cc1 | i | i | i | i | i | -11 | i | i | i | i | i
COC(=O)c1[nH]c(=O)c2ccccc2c1O | i | i | i | i | i | 1 | i | i | i | i | i
O=C(c1ccc(CS(=O)(=O)c2ccccc2)o1)N1CCOCC1 | i | i | i | i | i | -2 | i | i | i | i | i
CN(C)CCN(C(=O)C1=COCCO1)c1nc2ccc(F)cc2s1 | i | i | i | i | i | -10 | i | i | i | i | i

# Arranged by molar mass (smallest number first): part of the list above
SMILES | KCNQ1 inh | KCNQ1 act | RGS4 act | KCNK3 inh | ANO1 block | hERG rescue | ANO1 activ | RGS4 block | MrgX1 PAM | KCNK9 inh | MrgX1 agonist
CCc1nc2sc3c(=O)[nH]cnc3c2c2c1CSC(C)(C)C2 | i | i | i | i | i | -3 | i | i | i | i | i
O=C(c1ccc(CS(=O)(=O)c2ccccc2)o1)N1CCOCC1 | i | i | i | i | i | -2 | i | i | i | i | i
CN(C)CCN(C(=O)C1=COCCO1)c1nc2ccc(F)cc2s1 | i | i | i | i | i | -10 | i | i | i | i | i
